Compound activity deposited in PubChem BioAssay by Sanford-Burnham Center for Chemical Genomics.
tim23-1 inh = growth inhibitors of tim23-1 mutant yeast, primary screen, luminescence, uHTS. S. cerevisiae tim23-1 growth, BacTiter-Glo luminescence, 24 h. inhibition, % at 20 µM. 330,000 compounds, 1.3% hits. AID 463212, 2010;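 active = growth inhibition of the mutant yeast at or above 50%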;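 note: temperature-sensitive mutant grown at 25 °C; plate controls were DMSO-treated mutant yeast for no effect and medium wells lacking yeast for full effect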
tim10-1 inh = growth inhibitors of tim10-1 mutant yeast, primary screen, luminescence, uHTS | inhibition, % at 20 µM | S. cerevisiae tim10-1 ts strain growth, BacTiter-Glo, 24 h | 330,000 compounds, 2.2% hits | AID 463190, 2010;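 active = inhibition of at least 40%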;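 note: mutant grown at 25 °C; 0% = DMSO wells with yeast and 100% = wells holding no yeast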
UPR XBP1 act = activators of adaptive XBP1 UPR arm, primary screen, cell-based, CHO-XBP1 luciferase reporter, luminescence, uHTS; activation, % at 20 µM; AID 463104, 2010; 330,000 compounds, 0.33% hits; IRE1-XBP1 UPR activation; percent of tunicamycin response, DMSO as zero;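 active = versus positive control, 20 µM dose yields 30% or more activation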;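 note: 100% = tunicamycin at 10 µg/mL and 0% = DMSO only wells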
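Signal: luciferase luminescence; Assay system: CHO-XBP1 luciferase reporter cells; Amount: one thousand reporter cells per well; Dosing: 20 µM single concentration, DMSO 1%; Benchmarks: high control tunicamycin 10 µg/mL final, low control DMSO vehicle only; Schedule: 6 h compound exposure at 37 °C, 5% CO2; Evaluation: percent activation relative to tunicamycin reference.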
697 NFkB inh = inhibitors of PMA/ionomycin-induced NF-kB reporter, 697 cells, primary screen, B-cell NF-kB inhibitor project, cell-based, luminescence, uHTS | 697 B-cell NF-kB luciferase reporter, 16 h | inhibition, % at 4 µM | 330,000 compounds, 0.33% hits; in the data active = inhibition above about 35%
Jurkat NFkB inh = inhibitors of induced NF-kB luciferase reporter, primary screen, TCR NF-kB activation inhibitor project, cell-based, luminescence, uHTS; 330,000 compounds, 0.53% hits; inhibition, % at 4 µM; AID 435003, 2010; Jurkat, PMA/ionomycin-induced NF-kB luciferase reporter; in the data active = inhibition above about 50%
Mdm2 MdmX PPI = inhibitors of human Mdm2-MdmX association, primary screen, cell-based, luminescence, split luciferase, SaOS-2, uHTS; Protein Mdm4 (Homo sapiens) + E3 ubiquitin-protein ligase Mdm2 (Homo sapiens), …; SaOS-2 split-luciferase Mdm2/MdmX complementation; inhibition, % at 8 µM; 330,000 compounds, 3% hits;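 active = inhibition of at least 50% at 8 µM in the primary screen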
Target sequence (O15151 whole entry, looked up): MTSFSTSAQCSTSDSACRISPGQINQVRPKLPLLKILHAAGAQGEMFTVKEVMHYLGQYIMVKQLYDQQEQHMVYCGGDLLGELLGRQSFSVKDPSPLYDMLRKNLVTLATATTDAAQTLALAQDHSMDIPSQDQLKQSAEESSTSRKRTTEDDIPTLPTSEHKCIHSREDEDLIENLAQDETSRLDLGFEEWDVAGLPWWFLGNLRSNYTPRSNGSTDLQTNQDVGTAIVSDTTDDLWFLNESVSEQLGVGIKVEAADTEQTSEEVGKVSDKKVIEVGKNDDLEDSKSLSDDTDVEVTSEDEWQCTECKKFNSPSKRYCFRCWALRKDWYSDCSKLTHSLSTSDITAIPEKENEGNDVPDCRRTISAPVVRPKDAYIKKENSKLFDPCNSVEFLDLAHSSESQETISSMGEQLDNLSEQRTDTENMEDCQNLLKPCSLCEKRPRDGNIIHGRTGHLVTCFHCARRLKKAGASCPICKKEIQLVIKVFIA
Target sequence (Q00987 whole entry, looked up): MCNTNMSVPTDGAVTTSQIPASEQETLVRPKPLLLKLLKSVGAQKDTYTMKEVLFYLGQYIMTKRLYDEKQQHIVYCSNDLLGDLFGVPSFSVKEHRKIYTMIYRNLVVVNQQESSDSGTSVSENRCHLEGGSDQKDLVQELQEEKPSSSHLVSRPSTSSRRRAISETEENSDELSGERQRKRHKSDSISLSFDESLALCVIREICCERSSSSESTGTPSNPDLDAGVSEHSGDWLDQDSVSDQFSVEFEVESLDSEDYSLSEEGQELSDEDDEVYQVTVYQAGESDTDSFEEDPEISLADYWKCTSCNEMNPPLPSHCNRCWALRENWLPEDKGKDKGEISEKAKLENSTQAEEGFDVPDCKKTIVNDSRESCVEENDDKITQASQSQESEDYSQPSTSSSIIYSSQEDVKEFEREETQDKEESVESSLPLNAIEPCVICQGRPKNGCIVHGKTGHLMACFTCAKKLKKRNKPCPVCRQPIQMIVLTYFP
TIM10 inh = growth inhibitors of isogenic TIM10 control yeast, primary screen, counter-screen for tim10-1 yeast inhibitor project, luminescence, uHTS | 330,000 compounds, 1.4% hits | inhibition, % at 10 µM | S. cerevisiae TIM10 strain growth, BacTiter-Glo luminescence, 24 h;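 active = inhibition of 40% or more at the single tested concentration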;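 note: wild-type TIM10 isogenic control strain grown at permissive 25 °C; 0% = DMSO yeast wells and 100% = minimal medium wells without yeast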
CHOP UPR activ = activators of apoptotic CHOP UPR arm, primary screen, cell-based, CHO-CHOP luciferase reporter, luminescence, uHTS. UPR activation; percent of tunicamycin response over DMSO baseline. activation, % at 10 µM. 330,000 compounds, 0.34% hits. AID 449763, 2010;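 active = at 10 µM dose, activation of 40% or more, normalized to positive control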;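 note: 100% = tunicamycin at 10 µg/mL and 0% = DMSO alone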
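Evaluation: % reporter activation, DMSO baseline versus tunicamycin full activation; System: CHO-CHOP luciferase reporter cell line; Input: 500 cells/well; Incubation: 6 h compound treatment, 37 °C; Measured by: Steady-Glo luciferase luminescence; Dosing: one dose, 10 µM in 0.5% DMSO; Buffer or medium: F12 medium, 10% FBS; Benchmarks: positive tunicamycin 10 µg/mL, negative DMSO alone.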
The depositor's hits bear a star.

Start of the data: the first 2 records (preview)
molecule	Mdm2 MdmX PPI	TIM10 inh	Jurkat NFkB inh	UPR XBP1 act	tim10-1 inh	697 NFkB inh	tim23-1 inh	CHOP UPR activ
Cc1ccccc1S(=O)(=O)Nc1ncnc2ccccc12	-32.0	-0.1	-6.5	-0.3	11.9	2.8	4.7	1.9
O=C(Nc1ccccc1)C1CC(=O)N(Cc2ccccc2)C1 (stereo unspecified)	9.3	3.5	-4.1	-3.2	-1.9	14.4	9.3	-1.3

The whole of this part, from the first entry:
molecule	Mdm2 MdmX PPI	TIM10 inh	Jurkat NFkB inh	UPR XBP1 act	tim10-1 inh	697 NFkB inh	tim23-1 inh	CHOP UPR activ
Cc1ccccc1S(=O)(=O)Nc1ncnc2ccccc12	-32.0	-0.1	-6.5	-0.3	11.9	2.8	4.7	1.9
O=C(Nc1ccccc1)C1CC(=O)N(Cc2ccccc2)C1 (stereo unspecified)	9.3	3.5	-4.1	-3.2	-1.9	14.4	9.3	-1.3
O=C(CC1C(=O)NCCN1C(=O)c1ccc(Cl)cc1)Nc1ccc(F)cc1 (stereo unspecified)	5.8	-0.3	7.3	-5.7	-17.9	12.3	-2.1	1.3
CN(CC(=O)Nc1ccc(Cl)c(C(F)(F)F)c1)C(=O)CCNC(=O)c1ccco1	19.8	0.7	0.5	-0.5	-17.6	16.6	-11.1	-0.5
O=[N+]([O-])c1cc(-n2cccc2)ccc1N1CCOCC1	21.9	-5.9	-21.3	0.2	0.2	-4.4	21.5	-0.3
CCC(C)Sc1ccc([C@H]2N[C@@](C)(C(=O)OC)[C@H]3C(=O)N(C)C(=O)[C@@H]23)cc1OC (stereo partly specified)	-11.9	-6.8	14.1	-0.8	-1.5	1.9	11.2	-0.3
CCCc1ccc2oc(C(=O)NCCN3CCCC(C(N)=O)C3)c(C)c2c1 (stereo unspecified)	6.6	-2.9	5.4	0.1	2.4	-3.1	-6.5	0.0
CCOC(=O)CC(=O)CSc1n[nH]c(=O)[nH]c1=O	-9.4	7.8	0.6	-0.7	0.4	11.8	4.2	0.6
COc1ccc(-c2cn3ccc4ccccc4c3n2)cc1	-303.2	-18.0	-196.3	0.1	2.6	-334.1	-18.0	0.0
Cc1nc(SCc2c(F)cccc2Cl)n[nH]1	4.2	7.0	-14.7	2.7	5.7	-2.5	9.5	-1.0
C=C(C)c1cccc(C(C)(C)NC(=O)N2CCN(c3ccccc3OC)CC2)c1	13.2	16.5	5.3	-1.7	20.4	10.3	29.7	0.7
Cc1ccc(NC(=O)C2Cc3ccccc3C(=O)O2)cc1 (stereo unspecified)	-14.4	8.4	-33.9	1.5	5.0	-15.7	5.0	5.1
COc1ccc(CC(=O)Nc2cccc(Cl)c2C)cc1S(=O)(=O)N1CCOCC1	-8.2	-1.7	17.7	2.0	0.0	1.2	11.0	-1.8
CCOc1cc(C(=O)Nc2ccc(N3CCN(S(C)(=O)=O)CC3)cc2)cc(OCC)c1OCC	-4.5	3.4	2.9	0.8	4.5	-16.8	8.8	0.3
CC1CN(Cc2c(O)ccc3c2oc(=O)c2ccccc23)CC(C)O1 (stereo unspecified)	-3.0	11.5	-1.3	0.1	-4.5	-8.2	20.2	1.2
Cc1c(C(=O)OCCOC(C)C)[nH]c2c1C(=O)CC(C)(C)C2	7.1	10.5	-3.2	2.5	-1.3	-12.7	4.8	1.3
CCOC(=O)N1N=C(c2ccccc2)CC1(O)C(F)(F)F (stereo unspecified)	-6.9	2.7	-52.9	1.4	32.4	-71.5	21.4	-4.4
COc1cccc(N(CC(=O)NC2CCCCC2)C(=O)c2snc(C(N)=O)c2N)c1	10.0	-16.5	-5.8	-2.4	4.1	-0.2	-9.8	0.9
COc1ccc(NC(=O)Nc2ccc3c(c2)C(=O)N([C@H](C)CO)C[C@H](C)[C@@H](CN(C)C(=O)Nc2c(C)noc2C)O3)cc1	-3.9	-0.2	-8.5	-1.2	14.2	1.0	9.7	1.8
COc1ccc(CCNC(=O)CN(c2ccc(OC)cc2)S(C)(=O)=O)cc1	13.0	-11.3	-23.2	-1.0	-4.5	-24.7	8.7	-1.8
O=C(NCc1cc(C(F)(F)F)cc(C(F)(F)F)c1)C1CC(c2ccccc2[N+](=O)[O-])=NO1 (stereo unspecified)	-21.0	-9.6	-8.1	-3.8	22.7	-22.4	35.0	1.2
O=C(COc1ccc(C(=O)c2ccccc2)cc1)NCC(=O)Nc1ccccc1Br	24.1	24.3	-14.3	0.7	32.6	0.8	29.9	-2.0
O=C(CCC(=O)OCC(=O)c1ccc(F)cc1)NC1CCCCC1	18.3	-0.5	12.7	-2.3	7.1	24.9	0.6	1.7
COc1ccc(/C=N/NC(=O)CN2CCSCC2)c(OC)c1	11.2	-3.4	7.9	-3.3	11.5	-6.0	14.4	3.5
CCn1c(CSc2nnc(C)n2-c2ccccc2)nc2cc(S(=O)(=O)N(C)C)ccc21	22.6	1.8	-7.2	-0.3	7.1	13.7	-5.7	0.2
Cn1c(-c2ccccc2)cnc1SCC(=O)NCc1ccco1	35.3	4.1	-1.0	-2.0	3.6	22.0	-6.6	-2.3
COCC1CCN(C(=O)c2cc(COc3cccc4cnccc34)on2)CC1	39.8	-31.5	31.2	-2.5	22.0	-18.1	12.3	2.8
O=S(=O)(c1ccc2c(c1)OCCO2)N1CCN(S(=O)(=O)c2ccco2)CC1	9.7	7.1	2.9	-2.1	7.6	5.1	1.0	-1.6
CCN1C(=O)[C@@H]2[C@@H](c3ccc(-c4ccc(Cl)c(Cl)c4)c(OC)c3)N3CCC[C@@]3(C(=O)OC)[C@@H]2C1=O	67.3*	27.4	-76.5	0.9	13.0	-30.2	37.2	-1.2
Cc1cnc(C(=O)OCC(=O)NCc2ccccc2)cn1	-19.5	-15.8	-10.3	-2.0	8.1	-12.7	0.5	-1.7
Cc1ccc2sc(-c3ccc(NC(=O)c4cc(-n5cnnc5)ccc4Cl)cc3)nc2c1	-84.7	-5.4	-57.0	69.4*	4.7	-134.2	3.9	85.3*
C=CCN1C(=O)C(CC(=O)NCC)SC1=Nc1ccccc1OC (stereo unspecified)	31.3	-6.8	3.2	0.0	7.0	8.9	0.8	0.9
O=C1N(c2ccccc2)CCN1c1ccccc1	-107.1	6.6	-184.6	-4.3	12.2	-268.9	11.3	2.8
COc1cccc(Nc2nc(-c3ccc(O)cc3)cs2)c1	-72.2	16.0	-68.1	9.0	19.6	-24.7	54.5*	5.3
COC(=O)c1ccc(CN(Cc2ccc(C(=O)OC)o2)C(C)(C)C)o1	-14.6	-4.2	11.5	-2.6	7.9	-6.5	11.6	-0.7
Cc1ccccc1S(=O)(=O)Cc1ccc(C(=O)NCCc2ccccc2)o1	-1.1	-2.6	-13.1	-1.8	22.8	-23.9	-3.0	-0.2
CC(=O)NS(=O)(=O)c1cccnc1Nc1cccc(Cl)c1	-2.9	-12.5	-1.1	1.2	-10.9	14.1	0.1	-3.0
Cc1cc(Oc2ccccc2)nc(SCC(N)=O)n1	14.6	-3.8	-6.4	-0.4	9.9	26.8	13.2	-0.4
COc1cccc(C(=O)N2CCN(C(=O)C3COc4ccccc4O3)CC2)c1 (stereo unspecified)	-8.7	-0.7	18.1	-5.0	26.3	2.3	10.1	-0.9
N=C1C(c2nc3ccccc3[nH]2)=C(O)CN1NC(=O)COc1cccc(F)c1	-3.3	-18.7	-4.8	-0.4	-12.4	-1.4	5.7	1.3
CC1Cc2ccccc2N1C(=O)CSc1nnnn1C1CCCC1 (stereo unspecified)	23.5	3.9	-3.8	1.6	13.8	24.2	19.6	3.2
CCCOP(=O)(c1ccc(N(C)C)cc1)C(O)c1c(Cl)cccc1Cl (stereo unspecified)	-4.0	-3.3	-14.7	-2.7	27.1	-8.0	23.9	-0.3
O=C(CCc1c[nH]c2ccccc12)N1CCN(S(=O)(=O)c2ccccc2)CC1	10.7	14.8	16.7	0.3	13.0	10.9	24.1	0.6
Cc1ccc(S(=O)(=O)N(C#N)c2nc(C)cc(C)n2)cc1	6.9	-1.2	-10.7	0.0	4.4	3.5	20.2	0.4
O=C(Cc1cccs1)Nc1ccc(N2CCOCC2)cc1	-29.5	-0.3	-21.5	1.2	10.9	-30.8	-9.8	5.0
CC(C)(C)C(=O)c1sc2nc(-c3cccs3)cc(C(F)(F)F)c2c1N	-4.1	6.6	-2.8	-1.6	38.3	-25.3	32.5	1.2
Cc1c(Cc2ccccc2)sc(NC(=O)Cc2ccccc2)c1C(N)=O	2.2	8.7	0.7	-0.9	19.0	-13.9	16.4	0.2
CC1C(=O)Nc2ccccc2N1C(=O)c1ccc(Cl)c(Cl)c1 (stereo unspecified)	8.1	-9.9	4.6	2.2	-4.8	3.3	5.7	-0.4
CN(CC(=O)Nc1ccc(Cl)cc1)CC(=O)Nc1cc(Cl)ccc1C#N	16.8	18.0	4.9	-2.1	39.1	1.7	30.0	-1.4
COC(=O)c1ccccc1NC(=O)C1CCCC1	-22.5	4.9	3.3	0.3	26.6	-17.4	8.3	-0.1
Cc1ccc(/C=N/n2cnc3sc(C)c(C)c3c2=O)o1	2.0	2.6	-13.6	2.7	14.1	-14.9	4.6	5.6
COC(=O)CNC(=O)CSc1nnc(C)c(=O)[nH]1	-17.4	1.8	2.2	0.0	10.3	0.3	6.2	0.1
COc1ccc(NC(=O)C2CC(=O)OC23CCCCC3)cc1 (stereo unspecified)	-3.5	0.5	-12.9	-1.0	27.1	2.1	16.7	-1.5
Cc1noc(C)c1COc1ccc(C(=O)N2CCN(c3cccc(Cl)c3)CC2)cc1	32.0	13.4	5.1	-2.5	37.5	-1.1	19.3	0.3
